Compound activity (PubChem)
MEKK2mut PB1 HTS – signal of MEK5 binding to mutant human MEKK2 PB1 domain; percent response, % at 10 µM; bead flow cytometry, Alexa488-MEK5 binding to MEKK2 mutant; AID 1530; 290,000 compounds, 0.35% hits; in the data active = percent response above about 24%, passing the limit was not always enough; note: inactives centre near 1; some results filed as inactive read as strong as hits; reference of the scale not given here
PHOSPHO1 block – blocks human PHOSPHO1 phosphatase activity | Q8TCT1 | recombinant PHOSPHO1, absorbance phosphatase assay | inhibition, % at 13.3 µM | 290,000 compounds, 1.1% hits | AID 1565; in the data active = inhibition above about 60%
Target sequence (Q8TCT1 whole entry, looked up): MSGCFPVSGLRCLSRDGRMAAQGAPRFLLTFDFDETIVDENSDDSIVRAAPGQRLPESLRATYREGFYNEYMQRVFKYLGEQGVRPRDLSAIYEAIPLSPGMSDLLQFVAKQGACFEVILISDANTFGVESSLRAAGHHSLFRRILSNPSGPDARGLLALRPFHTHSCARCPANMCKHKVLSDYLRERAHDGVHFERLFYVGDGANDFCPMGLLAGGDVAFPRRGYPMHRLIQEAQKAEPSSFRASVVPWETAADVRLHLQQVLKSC
GPR7 antag – blocks human GPR7 receptor signaling; P48145; GPR7-expressing cells, fluorescence antagonist assay; inhibition, % at 4.4 µM; 290,000 compounds, 1.1% hits; AID 1861; in the data active = inhibition above about 16%, passing the limit was not always enough;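 note: cells stimulated with the agonist NPW; 0% = agonist with vehicle and 100% = vehicle without agonist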
Target sequence (P48145 whole entry, looked up): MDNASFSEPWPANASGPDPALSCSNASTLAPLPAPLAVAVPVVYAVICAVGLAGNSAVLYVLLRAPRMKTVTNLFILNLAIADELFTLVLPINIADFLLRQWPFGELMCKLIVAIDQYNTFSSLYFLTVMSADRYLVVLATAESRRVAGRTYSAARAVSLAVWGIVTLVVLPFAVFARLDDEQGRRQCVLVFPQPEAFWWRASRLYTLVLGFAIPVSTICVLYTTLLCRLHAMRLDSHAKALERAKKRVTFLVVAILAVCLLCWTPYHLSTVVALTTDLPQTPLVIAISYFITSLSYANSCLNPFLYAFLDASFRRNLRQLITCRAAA
MEKK3 PB1 HTS – raises or lowers MEK5 binding to the human MEKK3 PB1 domain. Q99759. bead-based flow cytometry, Alexa488-MEK5 binding to MEKK3; actives lie on both sides; 0 = blocked by unlabeled MEK5, 100 = vehicle. binding response (% of control), % at 10 µM. 290,000 compounds, 1.4% hits. AID 1529;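 active = binding response more than 3 SD above or below the average of its plate-row segment, actives on both sides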;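 note: Alexa488 bead fluorescence after subtracting the streptavidin-only scavenger bead signal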
OXTR ag – human OXTR agonism; P30559; CHO-OTR cells, Fluo-8 calcium fluorescence; normalized: DMSO 0%, oxytocin 100%; activation, % at 3 µM; 320,000 compounds, 0.32% hits; AID 2435;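 active = activation above the mean of all tested compounds plus 3 SD, cutoff set per screening run, cut at about 20% in these data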;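 note: peak over basal fluorescence ratio from a 100 s FLIPR kinetic read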
NALP1 inh – inhibitors of NALP1 inflammasome in yeast; S. cerevisiae NALP1/ASC/caspase-1 growth, X-gal OD620, 72 h; inhibition, % at 10 µM; 280,000 compounds, 0.61% hits; in the data active = inhibition mostly above about 24%, no sharp cut-off; inactive = mostly below about 32%; note: some compounds called inactive have numbers as strong as hits
V1R ag counter – V1a receptor agonism, counter-screen for OXTR agonists; activation, % at 3 µM; 320,000 compounds, 0.25% hits; CHO-V1R cells, Fluo-8 calcium fluorescence, agonist mode; 0% DMSO, 100% 3 nM vasopressin;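 active = activation above the mean activation of all tested compounds plus 3 SD, per screening run, cut at about 20% in these data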;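 note: signal is peak over basal fluorescence ratio across a 100 second FLIPR read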
MEKK2 WT-MEK5 – raises or lowers MEK5 binding to wildtype human MEKK2 PB1 domain. Q9Y2U5. bead flow cytometry, Alexa488-MEK5 binding to MEKK2 WT; actives lie on both sides. binding response (% of control), % at 10 µM. 290,000 compounds, 1.1% hits; in the data active = binding response below about 67% or above about 130%
GalR3 antag – blocks the human galanin receptor 3 | O60755 | HEK293 GalR3-CNG cAMP membrane potential fluorescence; galR3 body fused to GalR1 C-terminus | inhibition, % at 3 µM | 360,000 compounds, 0.44% hits;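 active = inhibition above the screen-wide average plus 3 SD, cut at about 13% in these data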;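 note: forskolin and galanin both at EC90 stimulate the cells; cAMP rise reported by CNG channel membrane potential dye signal; 0% = forskolin plus galanin with DMSO and 100% = forskolin alone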
Target sequence (O60755 1-299 limits assumed): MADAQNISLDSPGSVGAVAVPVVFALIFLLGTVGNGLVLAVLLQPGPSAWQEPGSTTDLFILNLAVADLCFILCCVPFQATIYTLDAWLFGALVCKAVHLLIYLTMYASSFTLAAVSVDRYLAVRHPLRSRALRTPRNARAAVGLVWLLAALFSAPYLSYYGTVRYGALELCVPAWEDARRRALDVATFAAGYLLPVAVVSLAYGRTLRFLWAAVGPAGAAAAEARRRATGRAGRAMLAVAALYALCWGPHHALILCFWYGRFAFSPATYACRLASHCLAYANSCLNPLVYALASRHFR
* hit, by the source's call; . = no result given.

SMILES	MEKK2mut PB1 HTS	PHOSPHO1 block	GPR7 antag	MEKK3 PB1 HTS	OXTR ag	NALP1 inh	V1R ag counter	MEKK2 WT-MEK5	GalR3 antag
COc1cc(/C=C2\SC(=Nc3ccccc3)N(Cc3ccco3)C2=O)ccc1OC(C)C(=O)O (configuration not stated)	0	-9	2	119	-1.9	15	0.5	100	4
O=S(=O)(c1cccs1)N1CN(C2CCCC2)c2nc3ccccc3nc21	-16	8	7	83	0.1	5	-1.3	86	-3
Cc1ccc(CNC(=O)c2ccccc2NC(=O)CN2CCN(C)CC2)cc1	1	40	9	103	0.5	7	0.4	104	-1
CCOc1ccc(-c2nnc3ccc(SC)nn23)cc1	1	-112	1	90	0.0	-1	-0.1	98	-6
Cc1ccc(S(=O)(=O)NCCc2ccncc2)cc1C	2	19	0	103	-1.5	17	1.3	100	-9
CNc1ccc(Oc2c(F)c(F)nc(F)c2F)cc1	3	36	8	101	-2.5	-8	-0.9	101	-8
COC(=O)c1c(-c2ccc(C)cc2)csc1N	-3	-1	-3	102	-1.3	16	-1.0	96	-1
CC(=O)N1CCN(S(=O)(=O)c2ccc(C)c([N+](=O)[O-])c2)C1C(C)C (configuration not stated)	0	6	-9	128*	-0.1	4	0.1	112	-1
COc1ccc2c(c1)CCc1sc(NC(=O)c3ccc(C)cc3)nc1-2	-1	-47	13	90	-1.0	11	0.2	104	1
CC(C)(C)C(=O)Nc1nnc(SCC(=O)NC2CCCC2)s1	-2	45	-18	104	1.0	18	1.7	99	1
CCOC(=O)c1c(S(=O)(=O)NCC(=O)Nc2ccc(F)cc2F)c(C)n(C)c1C	-1	58	-2	97	2.0	16	-0.6	95	-2
N#C/C(=C\c1cn[nH]c1-c1ccccc1Br)C(=O)O	-8	27	4	99	0.1	14	0.4	92	3
CCCC1CCC(=NNC(=S)NCCc2ccccc2)CC1 (configuration not stated)	-1	-98	-10	104	-1.8	14	1.0	97	-7
COc1cccc(COC(=O)C2CCN(C(=O)c3ccccc3C)CC2)c1OC	-11	24	-6	90	4.6	14	7.8	86	-2
COC(=O)C1(Cc2cc(-c3cccnc3)no2)CCN(C(=O)OC(C)(C)C)CC1	3	-2	0	97	3.4	-3	4.3	94	-6
CCOC(=O)N1CCN(C(=O)c2cccc(OC)c2OC)CC1	0	-4	-7	84	0.4	2	1.4	94	-1
Cc1ccc(-n2c(SCC(=O)O)nc3sc4c(c3c2=O)CCCC4)cc1	-13	-8	-7	98	0.1	-2	-0.3	92	-4
CCC(C)(C)n1nnnc1C(c1ccccn1)N1CCCCC1 (configuration not stated)	0	10	-3	67	-0.2	11	-0.9	79	-3
Cc1onc(-c2ccccc2)c1C(=O)Nc1ccc(Cl)cn1	-2	39	-10	94	-2.7	-1	-2.0	89	-5
CCOC(=O)CC1C(=O)NCCN1S(=O)(=O)c1ccc(Cl)c(Cl)c1 (configuration not stated)	5	38	1	112	4.3	-4	0.1	110	4

Entries listed above that bear a hit mark in MEKK3 PB1 HTS:
| molecule | MEKK2mut PB1 HTS | PHOSPHO1 block | GPR7 antag | MEKK3 PB1 HTS | NALP1 inh | MEKK2 WT-MEK5 | GalR3 antag |
| --- | --- | --- | --- | --- | --- | --- | --- |
| CC(=O)N1CCN(S(=O)(=O)c2ccc(C)c([N+](=O)[O-])c2)C1C(C)C (configuration not stated) | 0 | 6 | -9 | 128* | 4 | 112 | -1 |

Following part.
SMILES	MEKK2mut PB1 HTS	PHOSPHO1 block	GPR7 antag	MEKK3 PB1 HTS	OXTR ag	NALP1 inh	V1R ag counter	MEKK2 WT-MEK5	GalR3 antag
CCc1cccc(NS(=O)(=O)c2ccc3c(c2)oc(=O)n3C)c1	.	68*	0	.	7.6	-3	5.5	.	-5
O=C(OCC(=O)N1CCOCC1)c1ccc(O)cc1	1	37	-21	99	1.4	7	-0.3	98	-7
CSc1nc(C)cc(SCCO)n1	0	-5	-11	97	-0.1	-7	-0.2	94	-8
Cc1cc(C(=O)CSc2nc(N)cc(=O)[nH]2)ccc1F	13	24	-7	107	0.4	7	1.5	110	-6
O=C(NCC1CC1)Nc1cccs1	-28	-31	-1	87	0.4	.	1.2	91	-3
Clc1cccc(-c2nnc(SC/C=C/c3ccccc3)n2Cc2ccco2)c1	-1	21	27*	101	1.9	2	2.0	94	.
CCN1CCCC1CNC(=O)c1cc(COc2ccc(C)c(C)c2)on1 (configuration not stated)	-1	55	5	95	1.2	33	3.0	107	-7
COc1cccc(/C=C/c2n[nH]c(=O)c(C#N)c2C)c1	-5	23	-12	99	-0.1	5	-0.1	98	-9
COC(=O)c1sccc1NC(=O)/C=C/c1ccc(Cl)cc1Cl	3	-9	-2	106	0.1	7	-0.1	107	-3
CCCS(=O)(=O)N1CCC(C(=O)N2CCN(C(=O)OCC)CC2)CC1	9	0	-12	102	-0.5	34	0.6	100	4
O=C(O)c1ccc(N/N=C/c2cc(Br)cs2)cc1	1	.	8	99	7.4	-10	7.9	103	-7
CC(=O)NCCc1nc2ccccc2n1Cc1cccc(C)c1	10	24	-6	110	0.9	.	0.1	103	-6
CCOc1ccc(/C=N/n2c(SC)nnc(C(C)(C)C)c2=O)cc1	12	1	6	105	-2.6	23	-0.3	99	3
Cn1ncc(Cl)c1C(=O)NCc1ccc2c(c1)OCO2	-5	-26	-8	99	4.6	17	8.4	98	-5
COc1cccc(/C=C/C(=O)OCC(=O)Nc2ccc(Cl)c(S(=O)(=O)N(C)C)c2)c1	-6	36	-19	99	2.1	8	2.7	99	-6
CCC(=O)Nc1ccccc1C(=O)OCc1ccc(C(=O)c2ccccc2)cc1	3	12	-3	107	5.3	12	4.1	109	-4
O=C(COC(=O)Cc1cccc(C(F)(F)F)c1)NCC1CCCO1 (configuration not stated)	-20	21	-13	69	-0.7	14	0.4	70	-4
CC(NC(N)=O)C(=O)NCC(=O)OCc1ccccc1 (configuration not stated)	-8	4	0	98	0.6	-3	0.0	89	5
Cc1[nH]c(=S)[nH]c(=O)c1CCOc1ccccc1	0	46	-14	89	0.7	1	0.4	91	-4
CC(O)CNCc1ccc(Cl)cc1Cl (configuration not stated)	2	38	-1	100	0.7	-13	1.1	101	2

A draw from above in order of length of the SMILES, low to high.
SMILES	MEKK2mut PB1 HTS	PHOSPHO1 block	GPR7 antag	MEKK3 PB1 HTS	OXTR ag	NALP1 inh	V1R ag counter	MEKK2 WT-MEK5	GalR3 antag
Cn1ncc(Cl)c1C(=O)NCc1ccc2c(c1)OCO2	-5	-26	-8	99	4.6	17	8.4	98	-5
CCN1CCCC1CNC(=O)c1cc(COc2ccc(C)c(C)c2)on1 (configuration not stated)	-1	55	5	95	1.2	33	3.0	107	-7
CCCS(=O)(=O)N1CCC(C(=O)N2CCN(C(=O)OCC)CC2)CC1	9	0	-12	102	-0.5	34	0.6	100	4

Continued.
SMILES	MEKK2mut PB1 HTS	PHOSPHO1 block	GPR7 antag	MEKK3 PB1 HTS	OXTR ag	NALP1 inh	V1R ag counter	MEKK2 WT-MEK5	GalR3 antag
CCc1ccc(CN2CCCC(C(=O)Nc3ccc(-c4cscn4)cc3)C2)o1 (configuration not stated)	-3	29	11	97	0.0	18	0.2	104	1
CCCCOc1ccc(OC(=O)Nc2cc(Cl)ccc2OC)cc1	5	25	-13	119	-0.9	17	-0.7	116	-7
O=C(Nc1ccccc1)c1nn(-c2cccc(C(F)(F)F)c2)ccc1=O	1	-51	6	105	-2.3	8	-0.3	101	45*
O=C(CSc1nc2ccc([N+](=O)[O-])cc2[nH]1)NC1CCCC1	0	-15	-2	101	2.8	13	3.7	102	-6
COc1cc(C=O)ccc1OCCCOc1ccc([N+](=O)[O-])cc1	-1	-2	7	100	0.2	20	1.3	97	-4
O=C(CNc1ccccc1)N/N=C/c1ccc([N+](=O)[O-])o1	-6	-4	5	95	0.7	-9	0.3	93	-4
COc1ccc(-n2nnc3c(=O)n(CC(=O)OCc4ccccc4)cnc32)cc1	-4	-11	-1	98	1.1	.	1.8	99	.
O=C(NCCc1ccccc1)c1cc(S(=O)(=O)N2CCOCC2)ccc1F	1	-14	-5	99	-0.2	12	0.2	102	10
Cc1ccc(S(=O)(=O)Nc2nc3ccccc3nc2NCc2ccco2)cc1	-15	35	-11	83	3.3	7	4.5	80	-2
Cc1cc(C)c(NC(=O)CS(=O)CC(=O)NC2CCCc3ccccc32)c(C)c1 (configuration not stated)	3	2	2	106	0.2	2	0.2	103	-4
O=C1N=C(N2CCCCC2)SC1=C1CCCC1	4	-11	-8	97	-1.9	-15	-0.7	102	-7
Oc1ccc(F)c2cccnc12	7	6	-8	104	1.1	3	2.1	98	2
Cc1c(CC(=O)O)c(=O)oc2c(C)c(OCc3ccccc3)ccc12	6	35	-11	102	.	20	.	104	-8
CC(=O)c1ccc(NC(=O)C(Cc2ccccc2)n2cccc2)cc1 (configuration not stated)	12	33	-9	113	-0.7	.	-1.2	115	-3
Cn1c(-c2cc3ccccc3oc2=O)nc2ccccc21	-10	-1	-7	93	-1.8	2	-0.7	97	-2
CC(=O)Cc1nsc(NC(=O)c2cc(-c3cccc(C(F)(F)F)c3)oc2C)n1	5	7	-4	102	-0.8	9	0.4	104	-7
COc1ccc(S(=O)(=O)N[C@@H](Cc2ccccc2)C(=O)N2CC[C@@]3(O)CCCC[C@H]3C2)cc1	7	1	-1	110	0.9	-3	0.1	109	5
O=C(O)CSc1ncccc1C(=O)O	-1	-10	2	103	-0.3	18	1.1	102	2
CC1=CC(=O)c2c(O)ccc(O)c2C1=O	-11	28	3	90	-1.4	8	0.2	79	.
Cc1cc(C)n2nc(CC(=O)NC3CCCCCC3)nc2n1	0	18	-8	100	1.0	14	0.4	102	-8
CCCCC(=O)NC(c1ccccc1Cl)c1c(O)ccc2ccccc12 (configuration not stated)	0	-4	-8	111	-2.0	13	0.3	112	-14
CCN(C(=O)COC(=O)c1c2c(nc3ccccc13)/C(=C/c1ccccc1)CC(C)C2)C1CCS(=O)(=O)C1 (configuration not stated)	-2	-3	-9	98	1.4	40	-0.1	104	-3
Cc1cc(C)c2nc(SCC(=O)NCC3CCCO3)c(C#N)cc2c1 (configuration not stated)	-3	-1	-9	101	-0.4	5	0.2	95	-7
Cc1ccc(Cl)cc1N1CCN(C(CC(C)C)c2nnnn2CC2CCCO2)CC1 (configuration not stated)	10	-46	-4	99	-1.3	-2	-0.6	99	-2
CN(C)S(=O)(=O)N(CC(=O)Nc1ccccc1)c1ccccc1	13	-20	-15	91	0.3	0	1.1	97	2
Cc1cccc(N2C(=O)/C(=C\c3ccc(OC(F)F)cc3)c3ccccc3C2=O)c1	8	-14	3	99	0.4	24	1.5	113	-1
N#CC1=C(N)OC2=C(C(=O)CCC2)C1c1ccncc1 (configuration not stated)	-1	-19	14	95	-0.3	2	1.3	98	0
O=[N+]([O-])c1cccc(/C=C/c2nc3ccc([N+](=O)[O-])cc3[nH]2)c1	9	19	19	105	5.0	2	5.9	104	-2
COCCNC(=O)c1c[nH]n2c(=O)cc(C3CCN(C(=O)OC(C)(C)C)CC3)nc12	-4	1	-2	99	0.4	-26	-0.3	101	-1
O=C(/C=C\c1ccccc1)Oc1cccc2cccnc12	-2	37	-12	103	3.0	-20	3.1	100	-9
COc1cc(C(=O)O/N=C(\N)Cc2ccc([N+](=O)[O-])cc2)cc(OC)c1OC	-15	-2	-13	94	1.1	0	0.6	96	-2
COc1ccc(CCNC(=O)CSCc2ccc(Cl)cc2)cc1OC	-1	10	4	100	-2.1	41	1.6	99	-5
COc1ccc(-c2nc(SC(CC(=O)NCCO)c3cccs3)n[nH]2)cc1 (configuration not stated)	-11	43	0	96	0.3	23	0.3	89	-2
NC(=S)N/N=C/c1ccc(-c2ccc(Cl)c(Cl)c2)o1	-1	81*	12	102	-2.5	-6	-0.7	97	-2
CCNc1ccc(C2(O)C(=O)c3ccccc3C2=O)cc1	3	16	0	105	-0.1	23	0.2	100	-1
